Screens (PubChem BioAssay)
Rab2A wt mod – changes GTP binding to wildtype dog Rab2A, up or down; P61105; GST-Rab2 wt beads, Bodipy-GTP binding, flow cytometry; GTP binding activity, % at 10 µM; 190,000 compounds, 0.19% hits; AID 760;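 active = GTP binding activity at least 20 points away from 100%, either lowered or raised; inconclusive = signal likely due to the compound's own green fluorescence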;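 also: 0% = beads with excess unlabeled GTP and 100% = no-compound control corrected for plate trend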
Rab7 wt modul – alters GTP binding to wildtype dog Rab7; GST-Rab7 beads, fluorescent GTP binding, flow cytometry; actives lie on both sides; untreated = 100%, excess cold GTP = 0%; GTP binding activity (percent of control), % at 10 µM; 190,000 compounds, 0.055% hits; AID 758;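 active = fluorescent GTP binding to Rab7 beads changed by at least 20 points from the 100% baseline, either direction, mostly lower; inconclusive = compound itself probably fluorescent, or too few beads counted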;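 also: median green fluorescence of bound Bodipy-FL-GTP per Rab7 bead population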
HRas wt GTP – changes GTP binding to wildtype human HRas. GTP binding activity, % at 10 µM. P01112. 190,000 compounds, 0.14% hits. GST-Ras wt beads, Bodipy-FL-GTP binding, flow cytometry; actives lie on both sides;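 active = GTP binding activity at least 20% away from the 100% baseline, either lowered as inhibitor or raised as activator; inconclusive = flagged as likely green fluorescent, judged across all proteins in the well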;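 also: 0% = unlabeled GTP competition control and 100% = no-compound control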
Target sequence (P01112 whole entry, looked up): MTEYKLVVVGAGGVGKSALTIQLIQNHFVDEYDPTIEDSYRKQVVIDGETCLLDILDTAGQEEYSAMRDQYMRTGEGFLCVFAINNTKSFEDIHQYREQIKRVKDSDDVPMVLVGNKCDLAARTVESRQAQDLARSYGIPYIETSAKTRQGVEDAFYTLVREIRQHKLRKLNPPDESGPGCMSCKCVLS
Mcl1 Bid PPI – disrupts binding of human Mcl-1 to Bid peptide; TR-FRET Mcl-1/Bid-Dy647 peptide binding, 1536-well; 220,000 compounds, 0.97% hits; inhibition, % at 21.7 µM; Q07820;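 active = compounds that cut the binding signal by more than half at the single screening dose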;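 also: His-tagged Mcl-1 with europium anti-His antibody binding Bid BH3 peptide; 0% = Mcl-1 plus peptide wells and 100% = peptide-only wells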
Target sequence (Q07820 whole entry, looked up): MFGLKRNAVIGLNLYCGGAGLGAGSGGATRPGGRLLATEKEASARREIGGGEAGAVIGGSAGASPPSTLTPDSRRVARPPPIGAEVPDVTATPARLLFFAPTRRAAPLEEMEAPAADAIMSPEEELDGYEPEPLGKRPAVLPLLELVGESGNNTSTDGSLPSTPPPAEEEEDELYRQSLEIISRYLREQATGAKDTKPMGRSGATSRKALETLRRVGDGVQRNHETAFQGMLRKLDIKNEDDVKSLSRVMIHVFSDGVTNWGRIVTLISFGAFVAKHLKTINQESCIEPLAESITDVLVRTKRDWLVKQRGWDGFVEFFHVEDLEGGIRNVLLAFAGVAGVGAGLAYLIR
Mcl1-Noxa inh – disrupts binding of human Mcl-1 to Noxa peptide. TR-FRET Mcl-1/Noxa peptide binding, 2 h. 220,000 compounds, 1.5% hits. AID 1022. Q07820. inhibition, % at 21.7 µM;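 active = compounds that cut the protein-peptide binding signal by more than 50% relative to plate controls in a single-dose test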;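 also: His-tagged Mcl-1 with rhodamine Noxa BH3 peptide and terbium anti-His antibody; 0% = Mcl-1 plus Noxa peptide wells and 100% = peptide-only wells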
Avidin fluor – avidin bead compound fluorescence profile. Avidin beads, compound fluorescence 488/530 nm, flow cytometry; stronger effect = higher value. fluorescence (KMESF) at 10 µM. 220,000 compounds, 0.38% hits. AID 1775; in the data active = fluorescence above about 47; also: inactives centre near 10
Rac1 wt GTP bind – alters GTP binding to wildtype human Rac1 | 190,000 compounds, 0.27% hits | GST-Rac1 beads, fluorescent GTP binding, flow cytometry; actives lie on both sides; 0 = cold GTP competed, 100 = untreated | GTP binding activity (% of control), % at 10 µM | P63000;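 active = GTP binding activity at least 20 points away from the 100% control level, either lower or higher; inconclusive = compound flagged as likely green fluorescent, judged across all proteins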
Pf gametocyte – kills late stage P. falciparum gametocytes | 150,000 compounds, 0.065% hits | inhibition, % at 10.9 µM | P. falciparum stage V gametocytes, ATP luminescence, 24 h;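 active = inhibition above the mean plus 3 SD of compounds within the control limits, set per campaign, cut at about 38% in these data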;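 also: 0% = DMSO wells and 100% = medium only without gametocytes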
GSH fluor – compound fluoresces at 488/530 nm on GSH beads; GSH beads flow cytometry, compound fluorescence 488/530 nm; stronger effect = higher value; fluorescence (KMESF) at 10 µM; 190,000 compounds, 0.25% hits; AID 1776; in the data active = fluorescence above about 89;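 also: glutathione beads carrying GST-tagged Bcl family fusion proteins plus one bare bead set; values are compound well signal with DMSO vehicle wells as background; inactives centre near 16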
Rac1 act GTP bind – modulators of GTP binding to human Rac1 activated mutant; P63000; GST-Rac1 activated beads, fluorescent GTP binding, flow cytometry; actives lie on both sides; 100% means binding = to untreated wells; percent activity (GTP binding), % at 10 µM; 190,000 compounds, 0.11% hits; AID 764;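 active = GTP binding at least 20 percentage points away from the 100% baseline, in either direction, so actives lie on both sides; inconclusive = Compound likely fluorescent itself, or too few beads counted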
Cdc42 wt GTP – changes GTP binding to wildtype human Cdc42; GST-Cdc42 beads, Bodipy-GTP binding, flow cytometry; actives lie on both sides; AID 761; 190,000 compounds, 0.2% hits; percent activity (GTP binding), % at 10 µM; P60953;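 active = percent activity GTP binding at least 20 points away from the 100% baseline, either down as inhibitor or up as activator; inconclusive = compound flagged as likely green fluorescent from well-wide comparison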;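 also: median bead fluorescence of bound Bodipy-FL-GTP at 100 nM; 0% = excess unlabeled GTP control and 100% = no compound control; below 100% means less GTP binding so inhibitor and above means activator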
Target sequence (P60953 whole entry, looked up): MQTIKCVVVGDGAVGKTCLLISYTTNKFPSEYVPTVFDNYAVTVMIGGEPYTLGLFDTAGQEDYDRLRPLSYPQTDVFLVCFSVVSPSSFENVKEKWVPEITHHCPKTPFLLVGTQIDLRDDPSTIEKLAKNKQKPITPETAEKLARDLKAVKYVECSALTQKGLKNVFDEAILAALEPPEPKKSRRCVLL
Active calls of the source: *.

CNC(=S)Nc1cc(OC)ccc1OC was read as Rab2A wt mod 104, Rab7 wt modul 103, HRas wt GTP 105, Mcl1 Bid PPI -25, Mcl1-Noxa inh 0, Avidin fluor 15, Rac1 wt GTP bind 105, Pf gametocyte -2, GSH fluor 32, Rac1 act GTP bind 101 and Cdc42 wt GTP 105.
Screening CCOC(=O)Cc1cc(-c2ccc(OC)cc2)nc2ccc3ccccc3c12 returned Rab2A wt mod 96, Rab7 wt modul 101, HRas wt GTP 99, Mcl1 Bid PPI -16, Mcl1-Noxa inh 0, Avidin fluor 16, Rac1 wt GTP bind 101, Pf gametocyte -9, GSH fluor 7, Rac1 act GTP bind 98 and Cdc42 wt GTP 96.
`COc1ccc(C2CCCN2C(=S)Nc2ccc(C)c(C)c2)cc1OC` (stereo not given) gave Rab2A wt mod 96, Rab7 wt modul 96, HRas wt GTP 96, Mcl1 Bid PPI -79, Mcl1-Noxa inh 12, Avidin fluor 4, Rac1 wt GTP bind 97, Pf gametocyte -6, GSH fluor 19, Rac1 act GTP bind 97 and Cdc42 wt GTP 95.
Cc1nc(N2CCOCC2)nc(N2CCCCC2)c1[N+](=O)[O-] was read as Rab2A wt mod 98, Rab7 wt modul 104, HRas wt GTP 99, Mcl1 Bid PPI 5, Mcl1-Noxa inh 11, Avidin fluor 1, Rac1 wt GTP bind 102, Pf gametocyte -3, GSH fluor 11, Rac1 act GTP bind 97 and Cdc42 wt GTP 96.
`O=C(c1ccc2c(=O)n(Cc3ccco3)c(=S)[nH]c2c1)N1CCN(Cc2ccccc2)CC1` gave Rab2A wt mod 93, Rab7 wt modul 95, HRas wt GTP 92, Mcl1 Bid PPI -29, Mcl1-Noxa inh 3, Avidin fluor 24, Rac1 wt GTP bind 96, Pf gametocyte -15, GSH fluor 11, Rac1 act GTP bind 91 and Cdc42 wt GTP 92.
Screening COc1ccc(CNc2oc(COc3ccc(Cl)cc3)nc2C#N)cc1 returned Rab2A wt mod inconclusive, Rab7 wt modul inconclusive, HRas wt GTP inconclusive, Mcl1 Bid PPI -11, Mcl1-Noxa inh 3, Avidin fluor 12, Rac1 wt GTP bind inconclusive, Pf gametocyte 8, GSH fluor 25, Rac1 act GTP bind inconclusive and Cdc42 wt GTP inconclusive.
For CC(C)c1cc(C(=O)NNC(=S)NCc2ccco2)c(O)c(C(C)C)c1 the results were Rab2A wt mod 96, Rab7 wt modul 99, HRas wt GTP 97, Mcl1 Bid PPI -134, Mcl1-Noxa inh -55, Avidin fluor 7, Rac1 wt GTP bind 97, Pf gametocyte 19, GSH fluor 12, Rac1 act GTP bind 95 and Cdc42 wt GTP 98.
Screening Cc1noc(C(=O)NCc2ccco2)c1Cl returned Rab2A wt mod 100, Rab7 wt modul 101, HRas wt GTP 100, Mcl1 Bid PPI -1, Mcl1-Noxa inh -6, Avidin fluor 25, Rac1 wt GTP bind 103, GSH fluor 16, Rac1 act GTP bind 98 and Cdc42 wt GTP 103.
For Cc1ccc(S(=O)(=O)CCc2nnc(NC(=O)C3CCCO3)s2)cc1 (stereo not given) the results were Rab2A wt mod 100, Rab7 wt modul 100, HRas wt GTP 99, Mcl1 Bid PPI -2, Mcl1-Noxa inh 15, Avidin fluor 6, Rac1 wt GTP bind 99, Pf gametocyte 4, GSH fluor 12, Rac1 act GTP bind 97 and Cdc42 wt GTP 98.
`Cc1ccc(-n2c(-c3ccccc3)nnc2-c2cccs2)cc1` gave Rab2A wt mod 97, Rab7 wt modul 94, HRas wt GTP 97, Mcl1 Bid PPI -2, Mcl1-Noxa inh -22, Avidin fluor 5, Rac1 wt GTP bind 100, GSH fluor 16, Rac1 act GTP bind 96 and Cdc42 wt GTP 99.
O=C1CC(NNc2ccccc2)C(=O)N1c1cccc(Cl)c1 (stereo not given) was read as Rab2A wt mod 100, Rab7 wt modul 100, HRas wt GTP 103, Mcl1 Bid PPI -9, Mcl1-Noxa inh 4, Avidin fluor 14, Rac1 wt GTP bind 103, GSH fluor 13, Rac1 act GTP bind 98 and Cdc42 wt GTP 100.
For Cc1ccc(-c2n[nH]c(=S)n2C)cc1Cl the results were Rab2A wt mod 98, Rab7 wt modul 96, HRas wt GTP 94, Mcl1 Bid PPI -39, Mcl1-Noxa inh 53*, Avidin fluor 9, Rac1 wt GTP bind 98, Pf gametocyte 6, GSH fluor 16, Rac1 act GTP bind 92 and Cdc42 wt GTP 98.
`CNC(=O)C(=O)NCC1OCCN1S(=O)(=O)c1ccc([N+](=O)[O-])cc1` (stereo not given) gave Rab2A wt mod 100, Rab7 wt modul 99, HRas wt GTP 101, Mcl1 Bid PPI -18, Mcl1-Noxa inh 9, Avidin fluor 3, Rac1 wt GTP bind 101, Pf gametocyte -6, GSH fluor 6, Rac1 act GTP bind 99 and Cdc42 wt GTP 102.
For Cc1cc(C)cc(OCC(=O)NCc2cc(C)nc3ccccc23)c1 the results were Rab2A wt mod 94, Rab7 wt modul 96, HRas wt GTP 94, Mcl1 Bid PPI 0, Mcl1-Noxa inh 3, Avidin fluor 10, Rac1 wt GTP bind 93, Pf gametocyte 4, GSH fluor 17, Rac1 act GTP bind 94 and Cdc42 wt GTP 93.
`COc1ccc(S(=O)(=O)N2CCCC(C(=O)NCc3ccco3)C2)cc1Cl` (stereo not given) gave Rab2A wt mod 92, Rab7 wt modul 91, HRas wt GTP 93, Mcl1 Bid PPI -21, Avidin fluor 10, Rac1 wt GTP bind 92, GSH fluor 33, Rac1 act GTP bind 91 and Cdc42 wt GTP 94.
For O=C(C[n+]1cc(-c2ccccc2)n2c1CCC2)c1cccs1 the results were Rab2A wt mod 98, Rab7 wt modul 96, HRas wt GTP 96, Mcl1 Bid PPI 0, Mcl1-Noxa inh 20, Avidin fluor 18, Rac1 wt GTP bind 94, Pf gametocyte 8, GSH fluor 7, Rac1 act GTP bind 100 and Cdc42 wt GTP 97.
For CC(=O)CCc1ccc(Oc2nc(-c3cccnc3)nc3ccccc23)cc1 the results were Rab2A wt mod 90, Rab7 wt modul 93, HRas wt GTP 89, Mcl1 Bid PPI -12, Mcl1-Noxa inh 7, Avidin fluor 27, Rac1 wt GTP bind 91, Pf gametocyte -9, GSH fluor 7, Rac1 act GTP bind 94 and Cdc42 wt GTP 92.
Screening COc1cccc(CN2CCNC(=O)C2CC(=O)NCCn2cccn2)c1OC (stereo not given) returned Rab2A wt mod inconclusive, Rab7 wt modul inconclusive, HRas wt GTP inconclusive, Mcl1 Bid PPI -31, Mcl1-Noxa inh -12, Avidin fluor 12, Rac1 wt GTP bind inconclusive, Pf gametocyte 0, GSH fluor 14, Rac1 act GTP bind inconclusive and Cdc42 wt GTP inconclusive.
CCCNC(=O)C1CN(S(=O)(=O)c2ccccc2)CCN1S(=O)(=O)c1ccccc1 (stereo not given) was read as Rab2A wt mod 102, Rab7 wt modul 105, HRas wt GTP 105, Mcl1 Bid PPI -22, Mcl1-Noxa inh 15, Avidin fluor 7, Rac1 wt GTP bind 114, GSH fluor 10, Rac1 act GTP bind 104 and Cdc42 wt GTP 107.
Screening C=CCn1c(SCC(=O)NC(=O)NCc2ccco2)nc2sc(CC)cc2c1=O returned Rab2A wt mod 103, Rab7 wt modul 108, HRas wt GTP 105, Mcl1 Bid PPI -25, Mcl1-Noxa inh 33, Avidin fluor 5, Rac1 wt GTP bind 108, GSH fluor 267*, Rac1 act GTP bind 100 and Cdc42 wt GTP 106.
COC(=O)N/N=C(/c1ccccc1)C1CCCCC1 was read as Rab2A wt mod 102, Rab7 wt modul 104, HRas wt GTP 99, Mcl1 Bid PPI -15, Mcl1-Noxa inh 12, Avidin fluor 9, Rac1 wt GTP bind 96, GSH fluor 13, Rac1 act GTP bind 98 and Cdc42 wt GTP 100.
CCOC(=O)n1c(=O)n(Cc2ccccc2Cl)c2ccccc21 was read as Rab2A wt mod 100, Rab7 wt modul 100, HRas wt GTP 103, Mcl1 Bid PPI -3, Mcl1-Noxa inh 15, Avidin fluor 17, Rac1 wt GTP bind 104, Pf gametocyte 5, GSH fluor 20, Rac1 act GTP bind 100 and Cdc42 wt GTP 103.
COc1ccccc1C(O)(C(=O)NNc1cccc(C)c1)c1ccccc1OC was read as Rab2A wt mod 102, Rab7 wt modul 100, HRas wt GTP 98, Mcl1 Bid PPI -17, Mcl1-Noxa inh 6, Avidin fluor 6, Rac1 wt GTP bind 103, Pf gametocyte -18, GSH fluor 23, Rac1 act GTP bind 99 and Cdc42 wt GTP 101.
For CC(C)n1c(=NC(=O)c2ccco2)c(C#N)cc2c(=O)n3ccccc3cc21 the results were Rab2A wt mod 101, Rab7 wt modul 97, HRas wt GTP 99, Mcl1 Bid PPI 14, Mcl1-Noxa inh 13, Avidin fluor 28, Rac1 wt GTP bind 105, GSH fluor 20, Rac1 act GTP bind 99 and Cdc42 wt GTP 101.
Screening O=C(C1CCCO1)N1CCN(S(=O)(=O)c2cccc3nsnc23)CC1 (stereo not given) returned Rab2A wt mod 99, Rab7 wt modul 100, HRas wt GTP 101, Mcl1 Bid PPI -15, Mcl1-Noxa inh 7, Avidin fluor 35, Rac1 wt GTP bind 104, GSH fluor 22, Rac1 act GTP bind 100 and Cdc42 wt GTP 104.
Screening Cc1nn(CCO)c2nc(-c3cccs3)cc(C(F)(F)F)c12 returned Rab2A wt mod 102, Rab7 wt modul 105, HRas wt GTP 104, Mcl1 Bid PPI -12, Mcl1-Noxa inh 5, Avidin fluor 3, Rac1 wt GTP bind 109, Pf gametocyte 10, GSH fluor 8, Rac1 act GTP bind 101 and Cdc42 wt GTP 103.
O=C(COc1ccccc1/C=C1/NC(=O)NC1=O)Nc1ccccc1 was read as Rab2A wt mod 96, Rab7 wt modul 100, HRas wt GTP 100, Mcl1 Bid PPI 5, Mcl1-Noxa inh 30, Avidin fluor 14, Rac1 wt GTP bind 100, Pf gametocyte -13, GSH fluor 11, Rac1 act GTP bind 100 and Cdc42 wt GTP 101.

No new results follow: entries from further up.
For O=C(C[n+]1cc(-c2ccccc2)n2c1CCC2)c1cccs1 the results were Rab2A wt mod 98, Rab7 wt modul 96, HRas wt GTP 96, Mcl1 Bid PPI 0, Mcl1-Noxa inh 20, Avidin fluor 18, Rac1 wt GTP bind 94, Pf gametocyte 8, GSH fluor 7, Rac1 act GTP bind 100 and Cdc42 wt GTP 97.
For CC(=O)CCc1ccc(Oc2nc(-c3cccnc3)nc3ccccc23)cc1 the results were Rab2A wt mod 90, Rab7 wt modul 93, HRas wt GTP 89, Mcl1 Bid PPI -12, Mcl1-Noxa inh 7, Avidin fluor 27, Rac1 wt GTP bind 91, Pf gametocyte -9, GSH fluor 7, Rac1 act GTP bind 94 and Cdc42 wt GTP 92.
